Screening results from PubChem BioAssay.
MLLE-PAM2 inh: inhibitors of PABP1 MLLE–PAM2 peptide binding, primary screen, biochemical, fluorescence polarization, FITC-PAM2, GST-MLLE | Polyadenylate-binding protein 1 (Homo sapiens), P11940 | inhibition, % at 20 µM | 360,000 compounds, 0.36% hits | AID 588489, 2011; in the data active = inhibition above about 35%, passing the limit was not always enough;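 also: plate controls were DMSO wells with GST-MLLE for no effect and wells lacking GST-MLLE protein for full effect; some results filed as inactive read as strong as hits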
Tb MetRS inh: T. brucei MetRS inhibitors, primary screen, biochemical, luminescence. methionyl-tRNA synthetase (Trypanosoma brucei brucei). purified T. brucei MetRS, ATP depletion, Kinase-Glo luminescence. inhibition, % at 11.9 µM. 360,000 compounds, 0.4% hits. AID 624268, 2012;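 active = inhibition above a per-plate cutoff of the control wells' mean inhibition plus 3 SD, cut at about 5.5% in these data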;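 also: 0% = DMSO wells median and 100% = median of wells with control inhibitor compound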
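Test system: purified T. brucei MetRS enzyme. Also added: ATP, methionine and E. coli bulk tRNA substrates. Compound: 11.9 µM single point. Schedule: 15 min enzyme-compound preincubation, 2 h reaction, 10 min detection, 25 °C. Signal: luciferase luminescence of residual ATP, Kinase-Glo. Evaluation: percent inhibition versus plate control medians. Controls: DMSO wells, low control.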
eLon inh: inhibitors of E. coli Lon protease, primary screen, biochemical, fluorescence polarization; inhibition, % at 7.94 µM; 360,000 compounds, 0.42% hits; purified E. coli Lon protease; in the data active = inhibition above about 13%, passing the limit was not always enough;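 also: 0% = enzyme with probe and DMSO and 100% = no enzyme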
Target sequence (P0A9M0 whole entry, looked up): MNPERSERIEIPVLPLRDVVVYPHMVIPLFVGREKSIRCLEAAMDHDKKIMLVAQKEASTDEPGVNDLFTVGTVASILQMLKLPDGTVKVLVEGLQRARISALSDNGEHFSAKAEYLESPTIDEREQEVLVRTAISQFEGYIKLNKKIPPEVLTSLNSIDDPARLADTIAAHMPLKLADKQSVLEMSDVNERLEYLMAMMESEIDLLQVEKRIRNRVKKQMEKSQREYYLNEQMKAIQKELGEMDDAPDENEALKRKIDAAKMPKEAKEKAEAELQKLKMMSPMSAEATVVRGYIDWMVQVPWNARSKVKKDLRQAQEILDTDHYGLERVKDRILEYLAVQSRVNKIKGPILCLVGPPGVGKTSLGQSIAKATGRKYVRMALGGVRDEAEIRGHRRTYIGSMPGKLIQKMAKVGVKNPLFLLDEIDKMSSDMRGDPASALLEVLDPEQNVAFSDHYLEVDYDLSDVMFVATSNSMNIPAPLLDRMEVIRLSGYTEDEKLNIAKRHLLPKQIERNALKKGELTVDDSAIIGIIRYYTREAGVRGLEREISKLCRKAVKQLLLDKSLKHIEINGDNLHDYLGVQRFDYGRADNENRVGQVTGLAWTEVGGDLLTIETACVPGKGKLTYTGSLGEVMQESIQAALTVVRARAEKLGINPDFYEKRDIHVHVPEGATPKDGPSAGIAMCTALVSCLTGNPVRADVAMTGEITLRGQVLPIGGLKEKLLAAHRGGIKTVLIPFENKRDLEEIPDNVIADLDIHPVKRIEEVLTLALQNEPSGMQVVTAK
SKN-1 block: suppressors of acrylamide-induced Pgst-4::GFP reporter in worms, primary screen, SKN-1 inhibitor project, whole organism, uHTS, GFP/RFP fluorescence ratio, strain VP596. C. elegans VP596 Pgst-4::GFP/RFP ratio, 24 h. AID 624304, 2012. inhibition, % at 21.8 µM. 360,000 compounds, 0.49% hits;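 active = interference check ratio from 0.5 to 1.5 plus GFP to RFP signal ratio inhibition reaching or exceeding a fixed threshold, cut at about 30% in these data, passing the limit was not always enough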; also: some compounds called inactive have numbers as strong as hits
CendR NRP1 mod: modulators of CendR peptide binding to NRP-1, primary screen, biochemical, fluorescence polarization, uHTS. Neuropilin-1 (Homo sapiens), O14786. FAM-RPARPAR peptide binding to NRP-1. inhibition, % at 25 µM. 360,000 compounds, 0.85% hits. AID 602438, 2012;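 active = inhibition or corrected inhibition above about 18%, plus a signal ratio from 0.5 to 1.5, limit read from the data, passing the limit was not always enough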; also: strong numbers were not always called active
MsrA inh: bovine MsrA enzyme inhibitors, primary screen, biochemical, absorbance, HTS; Methionine sulfoxide reductase A (Bos taurus); purified bovine MsrA, absorbance read-out; inhibition, % at 15.5 µM; 360,000 compounds, 0.75% hits; AID 651718, 2012; in the data active = inhibition above about 4.5%;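 also: 0% = vehicle wells with enzyme and 100% = reference inhibitor wells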
MT1-MMP act inh: blockers of MT1-MMP proenzyme processing, primary screen, HT1080 RFP-PRO-GFP cells, GFP/RFP fluorescence | GFP/RFP ratio fluorescence, overnight; percent of plate control window, DMSO zero | GFP/RFP ratio change, % at 20 µM | 360,000 compounds, 0.061% hits | AID 651647, 2012;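 active = GFP/RFP ratio change of at least 30% with cell ATP level not reduced by more than half and red fluorescence within 50% of control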; also: strong numbers were not always called active
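Material – HT1080 RFP-PRO-GFP cells · Control set – DMSO wells and RFP-L50D-GFP cells · Incubation – overnight cell settling, then overnight compound exposure, 37 °C, 5% CO2 · Compound dosing – single-point 20 µM compound, 1% DMSO · Read-out – GFP/RFP fluorescence ratio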
bovine MsrA act: bovine MsrA enzyme activators, primary screen, biochemical, absorbance, HTS; activation, % at 10.6 µM; purified bovine MsrA, absorbance read-out; 360,000 compounds, 0.3% hits; in the data active = activation above about 7.5%;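 also: 0% = vehicle and 100% = reference activator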
FAS TE block: FAS thioesterase domain inhibitors, primary screen, biochemical, fluorescence intensity, uHTS. AID 602261, 2012. 360,000 compounds, 0.67% hits. recombinant FAS-TE, OMFH fluorogenic substrate, fluorescence endpoint. inhibition, % at 15 µM. Fatty acid synthase (Homo sapiens), P49327;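 active = compounds whose normalised, plate-corrected inhibition of enzyme fluorescence in the single-dose primary screen is 50% or more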;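 also: 0% = DMSO with enzyme and 100% = substrate without enzyme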
Active calls of the source: *; . = not tested or not shown. Compounds were not picked by outcome; 4% or so of the library scored in one or more.

SMILES	MLLE-PAM2 inh	Tb MetRS inh	eLon inh	SKN-1 block	CendR NRP1 mod	MsrA inh	MT1-MMP act inh	bovine MsrA act	FAS TE block
Cc1ccc(S(=O)(=O)N(C)C)cc1NC(=S)NC(=O)C12CC3CC(CC(C3)C1)C2	26	0.3	-10	-8	0	-0.5	-17	7	32
O=C(N/N=C/c1ccc(O)cc1O)C(=O)N/N=C/c1ccc(O)cc1O	9	0.8	-12	15	-5	3.8	-10	-3	4
Cc1ccc(S(=O)(=O)Nc2cccc(C(=O)NCc3ccc(S(N)(=O)=O)cc3)c2)cc1	-3	-0.4	-7	-2	8	0.1	1	5	-3
CCOc1cc(/C=C2/C(=N)N3OC(C)=CC3=NC2=O)ccc1OC(=O)c1ccco1	-11	-1.5	-7	-2	-16	1.0	-13	-9	-3
Cc1nn(C(C)C(=O)N2CCc3ccccc32)c(C)c1[N+](=O)[O-] (stereo not drawn)	4	-0.4	0	-1	2	1.3	-2	-4	-2
O=C(NCC1CCCCC1)c1cc(S(=O)(=O)N2CCCCC2)ccc1N1CCOCC1	6	-0.4	-3	1	-14	-0.8	3	-3	4
COc1ccc(C2/C(=C(\O)c3ccc4c(c3)CC(C)O4)C(=O)C(=O)N2Cc2cccnc2)c(OC)c1 (stereo not drawn)	4	-0.5	-7	-6	0	0.9	0	-5	-2
O=C(COC(=O)c1c(Cl)cccc1Cl)NCC1CCCO1 (stereo not drawn)	-3	-0.7	3	-19	3	-0.2	-1	-5	0
COc1ccc(-c2nnn(CC(=O)N(Cc3ccco3)C(C(=O)NCC3CCCO3)c3ccco3)n2)cc1 (stereo not drawn)	-18	-0.9	-2	14	-31	-0.3	-2	0	-4
O=C(CSc1nc(=O)n(CCCN2CCOCC2)c2c1CCCC2)Nc1ccc(Cl)cc1	-5	-0.3	-3	6	13	0.8	-2	-1	5
CCCNC(=O)c1c(O)c2cccc3c2n(c1=O)CCC3	2	-1.6	4	-8	-10	-1.1	11	-10	4
CCc1ccc(C(O)(CNCc2ccccc2)c2ccccc2)cc1 (stereo not drawn)	9	-0.9	-4	-3	-4	-1.9	3	-2	10
Cc1ccc(C2(C)NC(=O)N(CC(=O)NC3CCCCC3)C2=O)cc1 (stereo not drawn)	8	-0.4	-15	6	-9	0.8	3	0	0
Cc1ccc(CC(CC(=O)O)C(=O)Nc2ccc(Cl)cc2)cc1 (stereo not drawn)	-1	0.0	3	21	-4	-0.3	-4	-2	-2
Cc1c(C(=O)N(Cc2ccccc2)C(C)C)cnn1-c1ccccc1	6	-0.1	4	-2	4	0.6	1	-3	-2
Nc1ccc(Nc2nc3ccccc3[nH]2)cc1	-46	2.4	0	-13	-14	0.3	5	-1	-14
CCN(C(=O)CSc1ncccn1)C1CCS(=O)(=O)C1 (stereo not drawn)	-17	-0.6	-11	12	6	-0.2	-1	-3	-5
Cc1ccc(S(=O)(=O)NNC(=O)CCC(=O)Nc2ccc(C)cc2C)cc1	-7	0.8	-5	-3	-2	-0.1	2	-2	-5
CCC(=O)NCCCc1nc(-c2ccccc2)no1	17	0.3	-12	2	0	-1.2	9	0	-3
Cc1ccc(CN(C(=O)c2cccs2)C2CCS(=O)(=O)C2)cc1 (stereo not drawn)	0	-0.6	29	8	12	1.3	-3	0	0
O=C(CCSc1ccc(Cl)c(Cl)c1)NC12CC3CC(CC(C3)C1)C2	6	-0.4	-6	-6	-1	0.2	-1	-5	21
O=C(N/N=C/c1ccc(C(=O)O)cc1)C1=NNC(c2ccccc2)(c2ccccc2)C1	14	-0.1	2	-15	-11	1.1	-2	-3	-3
CSc1nc2ccc(NS(=O)(=O)c3ccc(Cl)s3)cc2s1	-26	0.0	-11	9	-4	1.0	0	-3	6
COc1ccc(N2C(=O)CSC23C(=O)N2CCCc4cccc3c42)cc1 (stereo not drawn)	3	-0.9	6	21	5	0.5	-3	-1	-9
c1csc(C2C3=C(Nc4ncnn42)c2ccccc2OC3)c1 (stereo not drawn)	-17	0.2	-1	-1	-11	1.4	-8	-6	-7

4 compounds from above, ordered by the value under MLLE-PAM2 inh, lowest first.
Compound	MLLE-PAM2 inh	Tb MetRS inh	eLon inh	SKN-1 block	CendR NRP1 mod	MsrA inh	MT1-MMP act inh	bovine MsrA act
COc1ccc(-c2nnn(CC(=O)N(Cc3ccco3)C(C(=O)NCC3CCCO3)c3ccco3)n2)cc1 (stereo not drawn)	-18	-0.9	-2	14	-31	-0.3	-2	0
COc1ccc(N2C(=O)CSC23C(=O)N2CCCc4cccc3c42)cc1 (stereo not drawn)	3	-0.9	6	21	5	0.5	-3	-1
O=C(NCC1CCCCC1)c1cc(S(=O)(=O)N2CCCCC2)ccc1N1CCOCC1	6	-0.4	-3	1	-14	-0.8	3	-3
CCC(=O)NCCCc1nc(-c2ccccc2)no1	17	0.3	-12	2	0	-1.2	9	0

Remaining list, next part.
SMILES	MLLE-PAM2 inh	Tb MetRS inh	eLon inh	SKN-1 block	CendR NRP1 mod	MsrA inh	MT1-MMP act inh	bovine MsrA act	FAS TE block
CC1C(c2ccccc2)OCCN1C(=S)NC(=O)c1ccccc1 (stereo not drawn)	12	0.0	-8	-15	-9	-0.9	3	-3	-4
COc1cccc(-n2c(SCC(=O)NCc3ccco3)nnc2-c2c[nH]c3ccccc23)c1	-76	5.1	-11	-13	-4	1.3	-3	-3	1
Cc1nnc(NC(=O)C2CC(=O)N(C(C)c3ccccc3)C2)s1 (stereo not drawn)	-9	0.5	-1	-5	9	1.6	-1	-3	-4
Cc1ccc(Nc2ncccc2C(N)=O)cc1[N+](=O)[O-]	19	-0.8	3	6	-8	1.1	1	-9	5
CCOC(=O)c1sc(NC(=O)CSc2nc3ccccc3o2)c(C(=O)OCC)c1C	-12	-0.8	-8	10	5	1.2	-3	-2	20
COc1ccc(-c2cc(C(F)F)n3ncc(C(=O)N4CCc5ccccc54)c3n2)cc1	3	-0.6	-6	-9	-8	0.2	2	-2	22
COc1ccc(-c2csc(N(CCCN(C)C)C(=O)c3cc(OC)c(OC)c(OC)c3)n2)cc1	-5	-1.0	-3	-12	20	-0.8	-4	-4	-6
OC(CN1CCN(Cc2ccccc2)CC1)Cn1c2ccccc2c2ccccc21 (stereo not drawn)	-4	0.1	-3	13	4	-0.4	-4	-2	5
CC1=C(C)CC(C(=O)N2CCN(Cc3ccccc3)CC2)C(C(=O)O)C1 (stereo not drawn)	0	-0.7	-15	-7	-3	1.1	0	-5	-9
O=C(CCN1C(=O)C2CC=C(Cl)CC2C1=O)NCc1ccco1 (stereo not drawn)	7	0.1	6	16	-6	0.3	1	-4	-7
Cc1ccc(S(=O)(=O)/N=C(/Nc2ccc(F)cc2F)c2ccc(F)cc2)cc1	8	-0.9	2	-1	3	0.1	-1	-5	-5
CCOC(=O)C(=O)Nc1ccc(OCc2ccccc2)cc1	4	0.3	-10	3	-4	0.0	2	-2	-1
CCOC(=O)c1ccccc1NC(=O)CSc1ccccc1	7	-2.0	5	30	-6	-0.7	0	0	5
COc1ccc(N(C(=O)c2csnn2)C(C(=O)NC2CCCC2)c2ccccc2)cc1 (stereo not drawn)	2	0.4	-6	16	-6	-1.2	0	1	8
CCOc1ccc(C(=O)NNC(=O)c2cc(S(=O)(=O)N3CCOCC3)ccc2Cl)cc1	10	-0.3	-6	1	-3	-0.2	2	-5	-3
CN(C)c1ccc(NC(=O)CSc2nnc(-c3cccs3)n2Cc2ccco2)cc1	-113	-0.4	-2	9	5	-0.5	3	-2	0
Cc1cc(NC(=O)c2cncc(Br)c2)ccc1NC(=O)c1cc2ccccc2o1	-9	0.0	-7	-5	10	1.4	-5	-2	2
CC1=C(C(=O)Nc2ccc(C(=O)N3CCN(c4ccccc4F)CC3)cc2)SCCO1	7	-0.5	4	9	-10	0.2	-1	-3	2
CCCCc1nc2ccccc2c(=O)n1NC(=O)c1c(O)c2cccc3c2n(c1=O)CC3	11	-0.7	2	-4	-6	-0.2	-12	-1	6
O=C(NC1CCN(S(=O)(=O)c2ccc(Cl)cc2)CC1)C1CCCCC1	-3	0.2	-6	19	-9	0.6	0	-2	-4
Cc1ccc(OCCNc2ccc(C(F)(F)F)cc2[N+](=O)[O-])cc1	-17	0.3	-8	1	-5	-0.9	3	-2	4
CCCCc1c(O)c2ccccc2n(CCCC)c1=O	8	1.2	-2	2	4	0.9	5	-3	-8
O=[N+]([O-])c1ccc(N2CCN(Cc3ccc([N+](=O)[O-])o3)CC2)cc1	-12	-0.5	-7	9	7	1.5	3	-1	0
Cc1cnc([N+](=O)[O-])n1CCOC(=O)NC(=O)c1cccc(F)c1	3	0.0	-1	3	1	1.6	1	-1	-4
O=C(c1cc(C2CC2)nn1-c1ccccc1)N1CCN(c2ccc(O)cc2)CC1	6	-0.8	-6	2	14	0.1	7	-9	-2

Remaining list, next part
SMILES	MLLE-PAM2 inh	Tb MetRS inh	eLon inh	SKN-1 block	CendR NRP1 mod	MsrA inh	MT1-MMP act inh	bovine MsrA act	FAS TE block
COc1cc(O)cc(/C=C/c2ccccc2)c1	5	-0.5	6	5	-4	0.1	4	-12	10
Cc1cccc(C)c1NC(=O)CNc1ncnc2sc(C)c(C)c12	-2	0.0	-13	17	-9	-1.2	5	-4	-11
O=C(COc1ccc(Cl)cc1)Nc1ncc([N+](=O)[O-])s1	3	-0.6	-10	-10	-6	2.3	-7	-2	10
CCCS(=O)(=O)NC(=O)C1(C)CCCN(C(=O)c2cccnc2Oc2ccccc2)C1 (stereo not drawn)	5	-0.3	-4	5	-5	-1.8	-1	-6	-3
CN(C(=O)c1ccc(S(=O)(=O)c2cccc(Cl)c2)c([N+](=O)[O-])c1)C1CCCCC1	-5	0.1	0	12	24	1.2	-16	-3	28
Cc1ccc(NC(=O)C(=O)c2c(-c3ccccc3)cc3ccccn23)cc1S(=O)(=O)N1CCOCC1	-9	-0.8	-5	7	-1	0.1	3	-1	50
COC(=O)Nc1cc([N+](=O)[O-])ccc1OC	-5	-0.5	-6	2	-15	1.4	-1	-7	-12
CCn1c(SC(C)C(=O)Nc2nnc(C)s2)nnc1-c1ccco1 (stereo not drawn)	-5	-0.7	-8	-18	1	-1.2	1	0	-3
Cc1oc2cc(O)ccc2c(=O)c1Oc1ccc(F)cc1	6	-1.0	9	4	9	1.5	2	-6	-4
COC(=O)[C@]12CCCCC=C1N(Cc1ccco1)C(=O)[C@H](CC(=O)NCc1cccc(C(F)(F)F)c1)C2	.	-0.4	2	-4	-2	1.1	2	-7	5
COC(=O)c1cc(C(=O)N2CCOCC2)cc([N+](=O)[O-])c1	-16	-1.3	10	-1	-2	0.1	-6	-8	-2
CCOc1ccccc1NC(=O)Nc1ccc2c(c1)OCO2	-18	-0.2	-4	-25	3	-0.4	-1	-3	4
CCC(=O)Nc1nnc(/C=C/c2ccccc2)s1	-1	-0.5	8	26	10	2.2	1	-4	-3
